Screening results (PubChem)
M. tuberculosis: growth inhibition of non-replicating M. tuberculosis (AID 488890) | inhibition, % at 25 µM, or IC50 in µM where a hit was titrated | Mycobacterium tuberculosis non-replicating, growth inhibition; higher % means a stronger effect | 0.39% of 320,000 active; in the data active = a potency from the dose series; inconclusive = inhibition mostly from about 82% at the one dose, without a potency; inactive = the rest, 99 in 100 with inhibition below about 76%;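 also: plate controls were DMSO cells for no effect and high antibiotic wells for full effect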
PhoP GFP inhibition: Inhibition of PhoP regulon, Salmonella typhi GFP reporter cells, confirmation, 4 h (AID 1850). 0.33% of 310,000 active. Salmonella Typhi PhoP-promoter GFP reporter, fluorescence, 4 h; higher % means a stronger effect. inhibition, % at 50 µM; hits with a dose series show IC50 in µM; in the data active = a potency from the dose series; inconclusive = inhibition mostly from about 25% at the one dose, without a potency; inactive = the rest, 99 in 100 with inhibition below about 19%;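 also: 0% = induced wells with vehicle and 100% = uninduced wells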
influenza NS1A: NS1A inhibition, H1N1 influenza, cell based functional assay (AID 504329); NS1A functional cell-based assay, percent inhibition; higher % means a stronger effect; inhibition, % at 12.5 µM, or IC50 in µM where a hit was titrated; 0.3% of 340,000 active; in the data active = a potency from the dose series; inconclusive = inhibition above about 27% without an active follow-up result; also: strong numbers were not always called active
H37Rv inhibition: M. tuberculosis growth inhibition, HTS (AID 449762) | M. tuberculosis H37Rv growth inhibition, 7H9 media; higher % means a stronger effect | one-dose inhibition, % at 25 µM; IC50 in µM for titrated hits | 0.59% of 330,000 active; in the data active = a potency from the dose series; inconclusive = inhibition above about 70% without an active follow-up result;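 also: bacterial growth assessed after seven days of incubation; strong numbers were not always called active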
inhibitors of VEEV: inhibitors of VEEV TC-83 cytopathic effect, confirmation, Vero cells (AID 588727). inhibition, % at 20 µM, or IC50 in µM where a hit was titrated. 0.13% of 350,000 active. Vero cells, VEEV TC-83 cytopathic effect inhibition; higher % means a stronger effect; in the data active = a potency from the dose series; inconclusive = inhibition mostly from about 14% at the one dose, without a potency; inactive = the rest, 99 in 100 with inhibition below about 12%; also: strong numbers were not always called active
Active calls of the source: *; i = inactive; u = inconclusive; x = no result given. An unsorted share of the library. Share with any hit: about 1.5%.

Assay codes: A = M. tuberculosis; B = PhoP GFP inhibition; C = influenza NS1A; D = H37Rv inhibition; E = inhibitors of VEEV
CCN1C[C@@H]2[C@@H]3C(=O)N(C)C(=O)[C@@H]3[C@](C)(C1=O)N2C(=O)c1ccc(Cl)c(Cl)c1
  A: x | B: x | C: 7% | D: x | E: 0.2%
CCC(=O)N(C)CCc1cc2c(c(OC)c1/C=N/Nc1ccc(C(=O)O)cc1)OCO2
  A: -3% | B: 15% | C: 5% | D: 2% | E: 1.5%
O=c1[nH]c(-c2ccccn2)cc2ccccc12
  A: 8% | B: -5% | C: -4% | D: 5% | E: 1.6%
CCC(C)NC(=O)Cn1cnc([N+](=O)[O-])c1 (centres undefined)
  A: -4% | B: -1% | C: -4% | D: 3% | E: i
CCOc1ccc(NC(=O)C2=C(C)NC(=S)NC2c2ccc(O)c(OC)c2)cc1 (centres undefined)
  A: -15% | B: -5% | C: -2% | D: -9% | E: 0.5%
CC(=O)Nc1ccc(S(=O)(=O)N[C@@H](C)C(=O)OCc2cc([N+](=O)[O-])cc3c2OCOC3)cc1
  A: -2% | B: -16% | C: -3% | D: 4% | E: 1.2%
CN1CCN(c2ncnc3c2cnn3C)CC1
  A: -14% | B: -8% | C: x | D: 12% | E: 1.4%
COC(=O)COc1ccc(C(=O)Cn2c(NCCCO)nc3ccccc32)cc1
  A: -11% | B: 4% | C: 1% | D: -2% | E: i
CC(=O)/C(C#N)=C1\NC(=O)C(Cc2ccccc2)S1 (centres undefined)
  A: 5% | B: 4% | C: 13% | D: -1% | E: 9.2µM*
O=C(/C=C/c1ccc(Cl)cc1)Nn1c(-c2cccs2)nc2ccccc2c1=O
  A: 0% | B: -10% | C: 6% | D: -2% | E: 1.3%
O=C(CNc1ccccc1)N/N=C/c1ccc([N+](=O)[O-])o1
  A: u | B: 14% | C: -1% | D: u | E: i
Cc1ccccc1CS(=O)(=O)Cc1ccc(C(=O)NCCCN2CCOCC2)o1
  A: -12% | B: 5% | C: 4% | D: 5% | E: 1.0%
Cc1ccc(C)c(NC(=O)c2cc(S(=O)(=O)N3CCCCC3)ccc2N2CCOCC2)c1
  A: 27% | B: x | C: -19% | D: -2% | E: i
Cc1nc2c(C)cccn2c1C(=O)N/N=C/c1ccccc1[N+](=O)[O-]
  A: -6% | B: 7% | C: 0% | D: -1% | E: 0.9%
CCN1CCN(c2nn3c(=O)c4ccccc4nc3c3ccccc23)CC1
  A: 48% | B: 9% | C: -18% | D: 9% | E: 6.6%
CC(=O)NS(=O)(=O)c1ccc(NC(=O)[C@@H]2CCCN2S(=O)(=O)c2ccc(Cl)cc2)cc1
  A: 1% | B: x | C: -4% | D: -6% | E: 7.7%
COc1cc(C)c(CN2CCC(n3nccc3NC(=O)C3CC3)CC2)cc1C
  A: 10% | B: -1% | C: -7% | D: -1% | E: 0.4%
Cc1nnc(SC(C)C(=O)Nc2ncc(Cl)cc2Cl)n1Cc1ccccc1 (centres undefined)
  A: -10% | B: -6% | C: -9% | D: 0% | E: 0.8%
O=C(CCNC(=O)c1ccc([N+](=O)[O-])cc1)NNC(=O)c1ccccc1F
  A: 18% | B: x | C: -1% | D: -8% | E: 3.0%
C=CCn1c(=O)c2c(nc3n2CCN3c2cccc(Cl)c2C)n(C)c1=O
  A: 16% | B: 3% | C: -1% | D: -5% | E: 0.1%
O=C1CC(N2CCSCC2)C(=O)N1c1cccc(Cl)c1 (centres undefined)
  A: 15% | B: -12% | C: 6% | D: u | E: i
COc1ccc(S(=O)(=O)N(C)C[C@H]2Oc3ccc(NC(=O)Nc4ccc(C(F)(F)F)cc4)cc3C(=O)N([C@H](C)CO)C[C@@H]2C)cc1
  A: 42% | B: x | C: -5% | D: u | E: 2.1%
C/C(=N\NC(=O)c1ccc(NS(=O)(=O)c2cccs2)cc1)c1cccs1
  A: -6% | B: 5% | C: -2% | D: 7% | E: i
CC12CS(=O)(=O)CC1SC(=S)N2Cc1ccccc1 (centres undefined)
  A: -6% | B: 5% | C: -8% | D: 4% | E: 1.6%
O=C(CSc1nnc2n(C3CCCC3)c(=O)c3ccccc3n12)N1CCCCCC1
  A: 33% | B: 4% | C: 6% | D: -5% | E: i

Of the compounds above, these contain a halogen.
Assay codes: A = M. tuberculosis; B = PhoP GFP inhibition; C = influenza NS1A; D = H37Rv inhibition; E = inhibitors of VEEV
CCN1C[C@@H]2[C@@H]3C(=O)N(C)C(=O)[C@@H]3[C@](C)(C1=O)N2C(=O)c1ccc(Cl)c(Cl)c1
  A: x | B: x | C: 7% | D: x | E: 0.2%
O=C(/C=C/c1ccc(Cl)cc1)Nn1c(-c2cccs2)nc2ccccc2c1=O
  A: 0% | B: -10% | C: 6% | D: -2% | E: 1.3%
CC(=O)NS(=O)(=O)c1ccc(NC(=O)[C@@H]2CCCN2S(=O)(=O)c2ccc(Cl)cc2)cc1
  A: 1% | B: x | C: -4% | D: -6% | E: 7.7%
Cc1nnc(SC(C)C(=O)Nc2ncc(Cl)cc2Cl)n1Cc1ccccc1 (centres undefined)
  A: -10% | B: -6% | C: -9% | D: 0% | E: 0.8%
O=C(CCNC(=O)c1ccc([N+](=O)[O-])cc1)NNC(=O)c1ccccc1F
  A: 18% | B: x | C: -1% | D: -8% | E: 3.0%
C=CCn1c(=O)c2c(nc3n2CCN3c2cccc(Cl)c2C)n(C)c1=O
  A: 16% | B: 3% | C: -1% | D: -5% | E: 0.1%
O=C1CC(N2CCSCC2)C(=O)N1c1cccc(Cl)c1 (centres undefined)
  A: 15% | B: -12% | C: 6% | D: u | E: i
COc1ccc(S(=O)(=O)N(C)C[C@H]2Oc3ccc(NC(=O)Nc4ccc(C(F)(F)F)cc4)cc3C(=O)N([C@H](C)CO)C[C@@H]2C)cc1
  A: 42% | B: x | C: -5% | D: u | E: 2.1%

(listing goes on)
Assay codes: A = M. tuberculosis; B = PhoP GFP inhibition; C = influenza NS1A; D = H37Rv inhibition; E = inhibitors of VEEV
Nc1nc(NCCOCCO)nc(NC2CCCCC2)c1[N+](=O)[O-]
  A: -4% | B: 7% | C: -10% | D: 3% | E: 1.9%
Cc1nc(C/C(=N\Nc2ccccc2)c2ccc(O)cc2O)cs1
  A: 10% | B: -12% | C: -6% | D: 18% | E: 4.5%
Cc1ccc(C(=O)COC(=O)CCNS(=O)(=O)c2ccccc2F)cc1
  A: -6% | B: x | C: -3% | D: -6% | E: 0.6%
C(=N\Nc1nn2cnnc2c2ccccc12)/c1ccco1
  A: -4% | B: 13% | C: -15% | D: 4% | E: 0.5%
O=C(/C=C/c1ccccc1)NC(N1CCOCC1)C(Cl)(Cl)Cl (centres undefined)
  A: 22% | B: -4% | C: 5% | D: 8% | E: i
CCN(CC)c1ccc(S(=O)(=O)N2CCOCC2)cc1NC(=O)c1cc(=O)c2ccccc2o1
  A: 6% | B: 0% | C: -16% | D: 3% | E: 7.1%
CCCNC(=S)N1CCC(C(=O)c2ccc3c(c2)OCCO3)CC1
  A: 25% | B: 8% | C: -2% | D: 7% | E: 2.3%
Nc1nc(N)nc(COc2ccccc2)n1
  A: -6% | B: 0% | C: 1% | D: 0% | E: 0.8%
CCN(CC(=O)Nc1sc2c(c1C#N)CCC(C)C2)CC(=O)NC1CCS(=O)(=O)C1 (centres undefined)
  A: 28% | B: -10% | C: 2% | D: 70% | E: 2.4%
COc1cc(OC)cc(C(=O)N[C@H](C(=O)OCn2nnc3ccccc3c2=O)C(C)C)c1
  A: 0% | B: 8% | C: 9% | D: 4% | E: 2.2%
CCOc1ccc(S(=O)(=O)Nc2nc3ccc(OC)cc3s2)cc1
  A: -10% | B: 9% | C: -4% | D: 0% | E: 2.5%
COc1cc(OC)nc(NC(=O)CSc2nc3ccccc3o2)n1
  A: 16% | B: -1% | C: -3% | D: 2% | E: 0.4%
O=C(CCn1nnc2ccccc2c1=O)NCC1CCC(C(=O)O)CC1 (centres undefined)
  A: 3% | B: 10% | C: 3% | D: 1% | E: 1.0%
c1ccc(-c2cc(-c3ccccc3)n3ncnc3n2)cc1
  A: 73% | B: 6% | C: -8% | D: 22% | E: 9.7%
CC(C)=Cc1c(O)nc2ccccn2c1=O
  A: -4% | B: -2% | C: -4% | D: -12% | E: 1.4%
S=C(Nc1ccccc1Cl)NC1CC2CCCC(C1)N2C1CC1 (centres undefined)
  A: 43% | B: -6% | C: -3% | D: -4% | E: 0.3%
CCC(OC(=O)c1nsc(Cl)c1Cl)C(=O)NCc1cccs1 (centres undefined)
  A: 8% | B: 1% | C: -12% | D: 6% | E: 2.9%
Cc1ccccc1NC(=O)CN1C(=O)NC2(CCc3ccccc32)C1=O (centres undefined)
  A: -15% | B: x | C: -4% | D: 8% | E: 1.6%
O=C(NCC(=O)N1CCN(c2ccccc2O)CC1)c1ccccc1
  A: 9% | B: 1% | C: -7% | D: 8% | E: i
CC(C)(C)NC(=S)NNC(=O)c1ccncc1
  A: u | B: -1% | C: -1% | D: u | E: i
COc1cc(NC(=O)C2CCCCC2)c(OC)cc1NC(=O)CCC(=O)NCc1ccco1
  A: 5% | B: 0% | C: -6% | D: -8% | E: i
COc1ccc(CNC(=S)Nc2ccc3nc(N4CCOCC4)cc(C)c3c2)cc1
  A: 74% | B: -1% | C: 12% | D: 32% | E: 5.6%
COc1ccc(NC(=O)c2nc(S(=O)(=O)Cc3cccc(C)c3)ncc2Cl)c(OC)c1
  A: -7% | B: -10% | C: 4% | D: 4% | E: 13%
O=c1[nH]c(=S)n(Cc2ccc(F)cc2)c(O)c1C=NCC1CCCO1 (centres undefined)
  A: 4% | B: -11% | C: 2% | D: 10% | E: 2.0%
c1ccc(Cc2nc3ccccc3[nH]2)cc1
  A: -2% | B: 6% | C: -3% | D: 3% | E: 0.1%

More structures
Assay codes: A = M. tuberculosis; B = PhoP GFP inhibition; C = influenza NS1A; D = H37Rv inhibition; E = inhibitors of VEEV
Cc1cc(=O)oc(C)c1C(=O)Nc1ccc(Cl)cn1
  A: -9% | B: -1% | C: -9% | D: -10% | E: 1.6%
COc1ccc(C(CNC(=O)c2cccc(S(=O)(=O)Nc3ccccc3OC)c2)N2CCCC2)cc1 (centres undefined)
  A: 10% | B: -5% | C: 7% | D: 22% | E: 8.1%
CCOc1ccccc1N1C(=O)c2cccnc2C1=O
  A: -16% | B: x | C: 1% | D: -2% | E: 0.6%
CC1CN(C(=S)Nc2ccccc2)C(C)CN1C=O (centres undefined)
  A: x | B: x | C: -2% | D: x | E: 0.8%
Cc1ccc(C2CC(c3cccs3)=NN2C(=O)CSC2=NCCS2)cc1 (centres undefined)
  A: 40% | B: 0% | C: 18% | D: 68% | E: 6.3%
COc1cc2cc(CN(CCO)C(=O)c3cccs3)c(=O)[nH]c2cc1OC
  A: x | B: 0% | C: 9% | D: x | E: 0.7%
COC(=O)C1OC2(OC1C(=O)OC)c1ccccc1-c1ccccc12 (centres undefined)
  A: 8% | B: 10% | C: -6% | D: 4% | E: 0.7%
Cc1c(C(=O)Nc2ccc3c4c(cccc24)CC3)cccc1[N+](=O)[O-]
  A: 17% | B: -6% | C: 6% | D: 28% | E: i
CC(=O)c1ccc(N2CCN(C(=O)C3CCN(S(=O)(=O)c4ccc5c(c4)CC(C)N5C(=O)C4CC4)CC3)CC2)cc1 (centres undefined)
  A: 29% | B: -2% | C: -4% | D: -4% | E: 3.8%
O=C(O)CCNS(=O)(=O)c1ccc(Oc2ccccc2Cl)cc1
  A: 0% | B: -6% | C: -3% | D: 1% | E: 2.5%
Cc1c(C)n(C)c2ccc(C(=O)N3CCN(c4ccccc4)CC3)cc12
  A: 34% | B: 5% | C: 8% | D: 61% | E: 0.3%
COc1ccc2c(CCN)c[nH]c2c1
  A: 0% | B: -1% | C: 7% | D: -4% | E: i
CC1(CCC#N)N=C(SCCC#N)N(c2ccccc2)C1=O (centres undefined)
  A: -5% | B: 8% | C: -2% | D: -6% | E: 0.5%
COc1ccc(C(CNC(=O)COc2ccccc2OC)N2CCCCC2)cc1 (centres undefined)
  A: -1% | B: 11% | C: 2% | D: 0% | E: 1.5%
O=C(CNC(=O)c1ccc(Br)cc1)NCC(=O)OCC(=O)c1ccc([N+](=O)[O-])cc1
  A: 18% | B: -4% | C: 15% | D: -8% | E: 0.8%
Cc1cc(=O)oc2cc(OCCSCCN3CCCCC3)ccc12
  A: -20% | B: 10% | C: -14% | D: -2% | E: i
O=C(Nc1cccc(O)c1)c1c(O)c2ccccc2[nH]c1=O
  A: 20% | B: 5% | C: -24% | D: 0% | E: 6.2%
CC(=O)c1ccc(N2CCN(C(=O)c3cccs3)C(C)C2)c(F)c1 (centres undefined)
  A: 47% | B: -7% | C: -11% | D: 11% | E: 0.9%
COc1ccccc1NC(=O)COC(=O)Cc1ccc(S(=O)(=O)N2CCCCC2)s1
  A: 6% | B: 4% | C: 10% | D: 0% | E: 1.1%
